Screening results: PubChem BioAssay, several laboratories
MRP reversal: MRP-mediated drug resistance reversal; differential viability (reversal), % at 10 µM; H69AR cells + 2 uM doxorubicin, CellTiter-Glo, 72 h; 0.04% of 85,000 active; AID 602;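 active = viability drop by adding the cancer drug above about 55%, with treated viability meeting a 40% cutoff, limit read from the data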;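 note: viability without doxorubicin minus viability with 2 µM doxorubicin for each compound; larger differential means the compound sensitizes cells more to doxorubicin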
PLAP inhibition: inhibition of human placental alkaline phosphatase – biochemical, luminescence, HTS (AID 690). purified PLAP, luminescent substrate; higher % means a stronger effect. inhibition, % at 20 µM; hits with a dose series show IC50 in µM. 0.08% of 96,000 active; in the data active = a potency from the dose series; inactive = the rest, 99 in 100 with inhibition below about 30%; note: strong numbers were not always called active
Bcl-B displacement: displacers of TR3 peptide from Bcl-B, primary screen, selectivity assay for Bfl-1 inhibitor project, biochemical, fluorescence polarization; displacement, % at 20 µM; hits with a dose series show IC50 in µM; 0.11% of 96,000 active; FP displacement of FITC-TR3 peptide from Bcl-B; higher % means a stronger effect;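 active = displacement above 50% at 20 µM plus a fluorescence interference ratio under 1.5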;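 note: plate controls were wells without compound for no effect and wells lacking Bcl-B protein for full effect; a part of the inactive calls stands beside numbers as strong as those of hits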
IL1B NFkB pot: enhances IL-1B driven NFkB nuclear translocation; activation, % at 2 µM; 0.3% of 94,000 active; HUVEC IL-1B NFkB p65 nuclear translocation imaging;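 active = activation above 40%, about the mean plus 3 SD, also judged a hit on visual image review; inconclusive = activation above 40% but not a hit on visual review; inactive = activation not above 40% and no visual hit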;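 note: percent activation is computed from the nuclear over cytoplasmic p65 intensity ratio; values of inactives mirror those of a sister screen read the other way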
IL1B NFkB inh: blocks IL-1B driven NFkB nuclear translocation in HUVEC cells. HUVEC IL-1B NFkB p65 nuclear translocation imaging. inhibition, % at 2 µM. 0.43% of 94,000 active;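 active = inhibition above about 30% together with a positive call from visual inspection of the well image, limit read from the data; inconclusive = inhibition above a set limit but visual check negative; inactive = inhibition not above a set limit, visual check negative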;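 note: nuclear over cytoplasmic p65 intensity ratio measured by imaging; 0% = IL-1B stimulated DMSO wells and 100% = unstimulated DMSO wells; values of inactives mirror those of a sister screen read the other way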
MRP reversal cytotoxicity: also measured in MRP reversal; calls as there; viability, %; H69AR cells, CellTiter-Glo, 72 h; measured here: cytotoxicity without doxorubicin
MRP reversal with doxorubicin: recorded beside MRP reversal, whose call it bears; viability, %; measured here: viability with 2 uM doxorubicin; stronger effect = lower value
IL1B NFkB inh cell count 2 µM: second read-out of IL1B NFkB inh, no call of its own (marks repeat the call); cell count; measured here: cells passing quality filter;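 raw number of nuclei counted in each imaged well without normalization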
IL1B NFkB pot cell count 2 µM: second read-out of IL1B NFkB pot, no call of its own (marks repeat the call); cell count; measured here: cells passing quality filter
Numbers without * were called inactive; ? = inconclusive; / = not tested or not shown. The list is partial; rates above refer to the full screens.

Compound | IL1B NFkB inh cell count 2 µM | MRP reversal cytotoxicity | IL1B NFkB pot | MRP reversal | IL1B NFkB pot cell count 2 µM | IL1B NFkB inh | MRP reversal with doxorubicin | Bcl-B displacement | PLAP inhibition
COc1ccc(-c2cc(C(F)(F)F)nc(S(C)(=O)=O)n2)cc1OC | 120 | 2 | -10 | 0 | 120 | 10 | 2 | -14% | -26%
O=C(CSCc1ccccc1Cl)NNC(=O)c1ccccc1 | 175 | / | -5 | / | 175 | 5 | / | -8% | -90%
CCN1CCN(c2ccc(NC(=O)COc3ccccc3Cl)cc2)CC1 | 128 | / | -1 | / | 128 | 1 | / | 7% | -56%
CN(C)c1ccc(/C=N/Nc2ccc(-n3ccnc3)nn2)cc1 | 246 | / | 6 | / | 246 | -6 | / | 50% | -7%
O=C(Nc1nonc1NC(=O)C1CCCCC1)C1CCCCC1 | 117 | 80 | -4 | -10 | 117 | 4 | 90 | -2% | 12%
CCOC(=O)N1CCN(Cc2cc(=O)oc3ccc4ccccc4c23)CC1 | 119 | 71 | 14 | 2 | 119 | -14 | 69 | -7% | -10%
O=C1C=C(NC2CC2)C2(CCCCC2)O1 | 136 | 88 | 4 | 10 | 136 | -4 | 78 | 7% | 1%
COc1cccc(N(CC(=O)Nc2ccccc2C)S(C)(=O)=O)c1 | 81 | / | -4 | / | 81 | 4 | / | 3% | 6%
CC(C)NC(=O)C1(O)c2ccccc2NC(=O)N1c1ccc(Cl)c(Cl)c1 (stereo not drawn) | / | 100 | / | 6 | / | / | 94 | -10% | 13%
O=C(CCN1C(=O)COc2ccccc21)NCCN1CCOCC1 | 159 | 104 | 0 | 7 | 159 | 0 | 97 | 1% | -10%
COCCOC(=O)C1=C(C)NC(=O)NC1C1CC=CCC1 (stereo not drawn) | 114 | 100 | -1 | 3 | 114 | 2 | 97 | 3% | -2%
COc1cccc(C(=O)N2CCN(Cc3cc(Br)ccc3OC)CC2)c1 | 109 | 60 | 0 | -12 | 109 | 0 | 71 | / | /
O=C(OCc1nnc(-c2ccccc2)o1)c1ccc2c(c1)OCCO2 | 119 | 91 | 30 | 3 | 119 | -30 | 88 | -10% | -19%
O=C(NCc1cn2ccsc2n1)Nc1ccc(Cl)cc1 | 169 | 111 | 10 | 11 | 169 | -10 | 100 | 6% | 2%
O=S(=O)(c1cc(Cl)ccc1Cl)n1nnc2ccccc21 | 43 | 107 | 36 | 21 | 43 | -36 | 86 | -7% | 4%
CC(C)NC(=O)CSCc1c(F)cccc1Cl | 130 | 95 | -6 | -2 | 130 | 6 | 96 | / | /
CCOc1ccc(N/C(=C(/C(Cl)=C(Cl)Cl)[N+](=O)[O-])n2cncn2)cc1 | 166 | 74 | -9 | 0 | 166 | 9 | 74 | 2% | -38%
CCOC(=O)C1C(=O)CC(C)(O)C(C(=O)OCC)C1c1ccc(F)cc1 (stereo not drawn) | 138 | 99 | -2 | 4 | 138 | 2 | 95 | 0% | 16%
CCOC(=O)N1CCN(C(=O)CN(c2ccc(OC)cc2)S(C)(=O)=O)CC1 | 79 | 86 | 9 | -1 | 79 | -9 | 88 | / | /
CSc1nnc([C@@H](NC(=O)OC(C)(C)C)C(C)C)o1 | 169 | 97 | -10 | -5 | 169 | 10 | 102 | -3% | -10%
Cn1c(SCC(=O)Nc2nccs2)nnc1-c1ccc(S(=O)(=O)N2CCCC2)cc1 | 197 | 86 | 17 | 1 | 197 | -17 | 85 | -3% | -22%
COc1ccccc1-c1nc(-c2ccc(Br)cc2)no1 | / | 66 | / | -10 | / | / | 76 | 2% | 16%
Cc1cc(C)n(Cc2ccc(C(=O)NCCC3=CCCCC3)o2)n1 | 172 | / | 12 | / | 172 | -12 | / | -1% | -24%
CCOc1ccc(N(C(C)C(=O)N/N=C(\C)c2cccc(NC(=O)c3ccccc3)c2)S(C)(=O)=O)cc1 (stereo not drawn) | 154 | / | -4 | / | 154 | 4 | / | 1% | 0%
Cc1cc(=O)oc(C)c1C(=O)N1CCc2c([nH]c3ccccc23)C1C(C)C (stereo not drawn) | 194 | 82 | -6 | 7 | 194 | 6 | 75 | 12% | -55%
CCOC(=O)NNC(=O)c1ccc(Cl)cc1 | 110 | / | -2 | / | 110 | 2 | / | 16% | -2%
Cc1ccc(C)n1-c1cc(S(=O)(=O)N2CCOCC2)ccc1N1CCCC1 | 187 | 84 | 12 | 10 | 187 | -12 | 74 | -19% | -40%
COc1ccc(C(C)C)cc1S(=O)(=O)Nc1ccccn1 | 27 | 91 | 10 | -27 | 27 | -10 | 118 | -9% | -10%
Cc1ccc(-n2c3c(cc(C(=O)NCCCN4CCOCC4)c2=O)C(=O)CC(C)(C)C3)cc1 | / | 85 | / | 1 | / | / | 84 | -3% | -38%
Nc1ccc(-n2nncc2-c2ccco2)cc1 | 94 | 99* | 1 | 59* | 94 | -1 | 40* | / | /
CCOC(=O)N1CCN(C(=O)CSc2nc3c(cnn3-c3ccc(Cl)cc3)c(=O)[nH]2)CC1 | / | 73 | / | -9 | / | / | 81 | -2% | -34%
O=C(CSc1nnnn1-c1ccccc1)Nc1nsc(-c2ccccc2)n1 | 134 | 68 | 5 | -13 | 134 | -4 | 81 | -2% | 3%
O=S(=O)(/C=C/c1ccccc1)N1CCN(c2ccccc2)CC1 | 203 | 94 | 2 | 15 | 203 | -2 | 79 | 9% | 8%
O=S(=O)(Nc1ccc2c(c1)nc1n2CCOC1)c1ccccc1 | 191 | / | 33 | / | 191 | -33 | / | -2% | -11%
Cc1cccc(NC(=O)CC2SC(=O)N(c3ccccc3)C2=O)c1 (stereo not drawn) | 100 | 102 | -3 | -1 | 100 | 3 | 103 | 3% | 26%
CC(C)NC(=O)NC(=O)CSc1ncc(C(F)(F)F)cc1Cl | 178 | 93 | -2 | 2 | 178 | 2 | 91 | -9% | 14%
CCC(C)(C(=O)NC1CCCCC1)N(Cc1ccco1)C(=O)Cc1cccs1 (stereo not drawn) | 137 | 93 | 6 | 7 | 137 | -6 | 86 | 3% | -8%
Cc1ccc2c(c1)sc1nc(=O)n(-c3cccc(Cl)c3)c(=O)n12 | 219 | / | -2 | / | 219 | 2 | / | -15% | 5%
O=C(Nc1ccc2oc(-c3ccc4ccccc4c3)nc2c1)c1cccs1 | 165 | 3 | -8 | 0 | 165 | 8 | 3 | -45% | -39%
N#Cc1ccc(Oc2cc(C(F)(F)F)nc(-c3ccccn3)n2)cc1 | 136 | / | 49* | / | 136* | -49 | / | 6% | 2%
COC(=O)[C@@H](NC(=O)NC1CCN(Cc2ccccc2)CC1)C(C)C | 109 | 101 | -1 | 15 | 109 | 1 | 86 | -13% | -2%
C=CCn1c(SCc2nnc(-c3ccccc3)o2)nnc1C(O)c1ccccc1 (stereo not drawn) | 163 | 86 | 7 | -2 | 163 | -7 | 88 | -3% | -46%
CCCC(CCC(=O)Nc1ccc(S(N)(=O)=O)cc1)C(=O)O (stereo not drawn) | 156 | / | 16 | / | 156 | -16 | / | 0% | -4%
CCOC(=O)N1CCC(NCCNC(=O)c2ccccc2Cl)CC1 | 142 | 83 | 6 | -15 | 142 | -6 | 98 | 1% | -16%
CCOC(=O)Nc1cccc(C(=O)O)c1 | 138 | 92 | 15 | 10 | 138 | -15 | 82 | / | /
Cc1ccc(C)c(CN2CCCNC2=O)c1 | 146 | 92 | / | 8 | / | 4 | 84 | -6% | /
O=C1CCCC2=C1C(c1cccs1)n1ncnc1N2 (stereo not drawn) | 160 | 88 | 2 | -8 | 160 | -2 | 96 | 2% | 13%
O=[N+]([O-])c1cccc(N=NN(CCO)c2cccc([N+](=O)[O-])c2)c1 | 201 | 59 | 10 | -3 | 201 | -10 | 61 | 11% | 27%

Sorted by value in PLAP inhibition (highest first): three of the compounds above.
| Compound | PLAP inhibition |
| --- | --- |
| O=[N+]([O-])c1cccc(N=NN(CCO)c2cccc([N+](=O)[O-])c2)c1 | 27% |
| CCC(C)(C(=O)NC1CCCCC1)N(Cc1ccco1)C(=O)Cc1cccs1 (stereo not drawn) | -8% |
| O=C(Nc1ccc2oc(-c3ccc4ccccc4c3)nc2c1)c1cccs1 | -39% |

Going on with the list.
Compound | IL1B NFkB inh cell count 2 µM | MRP reversal cytotoxicity | IL1B NFkB pot | MRP reversal | IL1B NFkB pot cell count 2 µM | IL1B NFkB inh | MRP reversal with doxorubicin | Bcl-B displacement | PLAP inhibition
NCCCNC(=O)c1cc2ccccc2[nH]1 | / | 99 | / | 13 | / | / | 86 | -14% | 17%
O=C(Oc1cc(-c2ccccc2)no1)c1ccc(Cl)cc1 | / | 108 | / | 6 | / | / | 102 | 8% | -2%
CCOC(=O)c1c(NC(=O)CSc2nnc(-c3ccccc3)n2CC)sc(C(C)=O)c1C | 158 | 70 | ? | 48 | / | -43 | 22 | -172% | -64%
CN1CCN(C(=O)CSc2nc(-c3cccs3)cc(-c3cccs3)c2C#N)CC1 | / | 5 | / | -22 | / | / | 27 | -87% | -53%
CCCSc1nc(-n2ncc(C#N)c2N)c2c3c(sc2n1)CCC(C)C3 (stereo not drawn) | 158 | 87 | 6 | 13 | 158 | -6 | 74 | -3% | 5%
Clc1ccc(Cn2cc(Br)cn2)cc1Cl | 107 | 102 | 11 | 4 | 107 | -10 | 99 | -3% | -46%
CCCC(=O)Nc1ccccc1NC(=O)CN(C)S(=O)(=O)c1ccccc1 | 137 | 105 | -5 | 8 | 137 | 5 | 97 | 2% | 27%
COc1ccc(Cl)cc1N=Cc1c(O)cc(C)oc1=O | 130 | 80 | 2 | -4 | 130 | -2 | 84 | / | /
Cc1nn2c(N3CCOCC3)c3c(nc2c1-c1ccccc1)CCCC3 | 101 | / | 26 | / | 101 | -26 | / | -5% | -51%
COc1ccc(OC)c(-n2c(CN3CCC(C(N)=O)CC3)nc3ccccc3c2=O)c1 | 101 | 86 | 32 | 6 | 101 | -32 | 79 | 6% | -58%
Cn1c(N)c(C(=O)CSc2nc(N)cc(=O)[nH]2)c(=O)n(C)c1=O | 182 | / | -4 | / | 182 | 4 | / | -1% | -5%
CN(C(=O)c1cnc(N2CCN(c3ncccn3)CC2)c2ccccc12)c1ccc(Cl)cc1 | 93 | 46 | 11 | -10 | 93 | -12 | 56 | -2% | -17%
Cc1nn(-c2ccccc2)c(C)c1/C=N/NC(=O)c1cc(C23CC4CC(CC(C4)C2)C3)[nH]n1 | 124 | / | -6 | / | 124 | 6 | / | -2% | -41%
Cc1cc(C)c(NC2=NS(=O)(=O)c3ccccc32)c(C)c1 | 60 | 98 | 12 | 5 | 60 | -12 | 93 | 4% | -11%
Cc1ccc(SCCNC(=O)C(C)C)cc1 | 195 | 91 | -14 | 10 | 195 | 14 | 80 | -2% | 12%
COc1cc(C2/C(=C(\O)c3cc(C)ccc3C)C(=O)C(=O)N2CCN(C)C)ccc1O (stereo not drawn) | 159 | 102 | 6 | 8 | 159 | -6 | 93 | 3% | -41%
O=C(N/N=C\c1ccc(COc2ccc([N+](=O)[O-])cc2)o1)c1cccc(Cl)c1 | 112 | / | -2 | / | 112 | 2 | / | -13% | 4%
Clc1ccc(C2=Nn3c(nnc3-c3cc(-c4ccccc4)n[nH]3)SC2)cc1 | 129 | / | -6 | / | 129 | 6 | / | 26% | -34%
CCOc1ccc(-c2cc(CCCC(=O)NCc3cccnc3)no2)cc1 | / | 102 | / | -4 | / | / | 105 | 2% | -21%
Cc1ccc(CCNC(=O)C2CCCN(S(=O)(=O)c3cccs3)C2)cc1 (stereo not drawn) | / | 89 | / | 10 | / | / | 79 | -50% | 10%
COc1cc(CNCCc2ccccc2)ccc1OCc1ccc(Cl)nc1 | 138 | / | -1 | / | 138 | 1 | / | 1% | -75%
